p53ts 39C kill – cytotoxicity in p53ts cells at nonpermissive temperature. H1299-p53A138V viability at 39C, ATP luminescence, 24 h. Potency, µM (series often up to 46.1 µM), inactives show top-dose activity change, negative = cell killing, hits mostly cytotoxic. 130,000 compounds, 1.5% hits; note: nearly all actives have a fitted effect of over 55% in size
p53ts 32C kill – kills p53ts cells at the permissive temperature | 130,000 compounds, 0.93% hits | H1299-p53A138V at 32C, ATP luminescence viability, 24 h | Potency, µM (doses to about 46.1 µM), for inactives: at the top dose activity change, negative = cytotoxicity, usual class: cytotoxic;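 note: 0% = DMSO and -100% = full killing by reference compound; nearly all actives have a fitted effect of over 55% in size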
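Cells: H1299 p53ts (A138V), 600/well, pre-incubated 16–30 h at 37C. Cpd up to 46 uM, 24 h, 32C. Readout: ATPlite luminescence, 20 min RT. Normalization: DMSO vs tamoxifen 100 uM. AC50 by Hill equation.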
IkB sig inh – inhibitors of IkB signaling in ABC-DLBCL cells; ABC-DLBCL IkBa-CBG/CBR dual luciferase ratio, 4 h; response scale: scaled: untreated 0%, proteasome inhibitor 100%; Potency, µM (titrated, usually from 57.1 µM), for inactives: at the highest dose IkBa stabilization activation; 110,000 compounds, 0.04% hits; AID 445; active = well fitted curve in the direction sought with a large enough effect in the signal ratio, not every such curve was filed as active; inconclusive = small, poorly fitted or top-dose-only effect, or a change in a side signal; the % refers to the signal ratio;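 note: the direction sought is a rising ratio; 0% = basal untreated cells and 100% = reference inhibitor full response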
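Luminescence ratio of IκBα-fused green versus native red beetle luciferase in OCI-Ly3 cells, 4 h post-doxycycline with compound; red signal alone, scaled from basal (0%) to zero light (-100%), flagged nonspecific or cytotoxic effects.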
Peg3 imprint – inducers of genomic imprint erasure in mouse ES cells | mouse ES Peg3-LacZ reporter, beta-gal luminescence, 40 h | Potency, µM (doses to about 60.7 µM), without a hit: top-dose activity change, positive = activation, usual class: activators | 110,000 compounds, 0.02% hits | AID 1948;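 note: 0% = negative control wells on the plate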
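Imprint erasure is scored as LacZ activity from the silenced maternal Peg3 allele in feeder-free female ES cells cultured 40 h with LIF. Luminescence is normalized to in-plate negative controls and fitted to the Hill equation.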
Starred values were filed as active, the others as inactive; ? = inconclusive; . = not tested or not shown; [ ] = another dose, or the depositor's remark. Unless noted, calls come from the whole dose curve; as a rule, active = well fitted curve in the direction sought with a large enough effect; inconclusive = small, poorly fitted or top-dose-only effect, or another doubt; inactive = no such curve, though single readings can be large; an effect the other way counts as inactive or inconclusive. Unless noted, % is set by controls: 0 for no effect and ±100 for the full control effect; potency is the fitted concentration of half-maximal effect. Rows were taken by chance; overall some 1.7% were active at least once.

SMILES	p53ts 39C kill	p53ts 32C kill	IkB sig inh	Peg3 imprint
Cc1ccc(-c2c(C(=O)NCc3ccc(F)cc3)oc(=O)c3ccccc23)cc1	-1%	23%	?	-12%[10.9 µM]
Cc1ccc(C)c(CSc2ccc3nnc(CCNS(=O)(=O)c4ccccc4)n3n2)c1	-24%	16%	-0.7%	-18%[10.9 µM]
Cc1ccc(CN(C(=O)COc2ccc(Cl)c(C)c2)c2ccccn2)o1	-27%	-8%	-0.6%	-16%[10.9 µM]
COc1ccc(OC)c(NC(=O)CSc2nnc(CNc3ccc(C)cc3C)o2)c1	-6%	-2%	0.7%	-5%
CCN(CC)CCNC(=O)CSc1nc2nc(C)c(Cc3ccccc3)c(C)n2n1	-8%	-7%	1.3%	-4%[10.9 µM]
O=C(CSc1ccc(-c2ccccn2)nn1)Nc1ccc(F)cc1F	-17%	-9%	-1.6%	-20%[10.9 µM]
COc1ccccc1CNC(=O)C1CCN(Cc2cc3ccccc3n2Cc2cccc(C)c2)CC1	-28%	13%	-0.1%	-17%[10.9 µM]
Cc1ccc(Nc2nc3nonc3nc2Nc2cccc(C(F)(F)F)c2)cc1Cl	10µM*	13µM*	?	-30%[10.9 µM]
O=C(Cn1c(=O)nc(-c2ccccc2)c2ccccc21)Nc1ccc(Cl)cc1F	2%	6%	?	-3%[10.9 µM]
CSc1cccc(NC(=O)CN2C(=O)c3ccccc3S2(=O)=O)c1	-15%	-14%	2.5%	6%
Cc1occc1-c1nnc(SCC(=O)N2CCN(c3ccc(F)cc3)CC2)n1C	1%	0%	3.5%	-3%
CCOc1ccc(S(=O)(=O)N(CC(=O)Nc2ccc(OC)cc2OC)c2ccccc2)cc1	?	-1%	?	-15%[10.9 µM]
CCOC(=O)Cc1ccc(NC(=O)N(C(C)C)C2CCN(C(C)=O)CC2)cc1	-17%	2%	?	-7%[10.9 µM]
COC(=O)C(O)(NC(=O)NC(C)=O)C(F)(F)F (configuration not stated)	1%	2%	-0.7%	-4%
CCC(Oc1ccccc1)C(=O)N1CCC(C(N)=O)CC1 (configuration not stated)	0%	-1%	-1.1%	11%
COc1ccc(C)cc1NC(=O)c1nnn(Cc2cccc(F)c2)c1N	-4%	-1%	-2.5%	-20%
CC(C)CCN1C(=O)c2ccc(C(=O)NCC3CCCO3)cc2C1=O (configuration not stated)	14%	-2%	1.1%	6%
O=C(NCc1ccc2c(c1)CCN2C(=O)c1ccc(F)cc1)c1ccc(Br)o1	-20%	-4%	?	29%[10.9 µM]
O=C(O)c1cc(C2CC2)nc2ccccc12	3%	2%	.	-5%
CCN(CC)CCCNC(=O)C1CCN(S(C)(=O)=O)CC1	-12%	13%	0.3%	-14%[10.9 µM]
O=C(NC1CCCCCC1)C1c2ccccc2C(=O)N1Cc1ccc(F)cc1 (configuration not stated)	5%	0%	?	9%[10.9 µM]
CCC(=O)c1cc2c(C)cc(=O)oc2c(C)c1OC	12%	8%	.	.
Cc1ccc(CSC2=Nc3ccccc3C3=NC(CC(=O)NCc4ccco4)C(=O)N23)cc1 (configuration not stated)	-25%	-11%	-0.5%	-14%
Cc1nc(SC(C)C(=O)Nc2ccccc2C)cc(-c2ccccc2)n1 (configuration not stated)	16%	-3%	?	-12%[10.9 µM]
CC(C(=O)Nc1ccccc1-c1ccccc1)N1CCN(C(=O)c2ccco2)CC1 (configuration not stated)	2%	-3%	0.7%	-16%

Pulled by structure from above:
SMILES	p53ts 39C kill	p53ts 32C kill	IkB sig inh	Peg3 imprint
Cc1occc1-c1nnc(SCC(=O)N2CCN(c3ccc(F)cc3)CC2)n1C	1%	0%	3.5%	-3%
Cc1nc(SC(C)C(=O)Nc2ccccc2C)cc(-c2ccccc2)n1 (configuration not stated)	16%	-3%	?	-12%[10.9 µM]
COc1ccccc1CNC(=O)C1CCN(Cc2cc3ccccc3n2Cc2cccc(C)c2)CC1	-28%	13%	-0.1%	-17%[10.9 µM]
CCC(Oc1ccccc1)C(=O)N1CCC(C(N)=O)CC1 (configuration not stated)	0%	-1%	-1.1%	11%
CCOC(=O)Cc1ccc(NC(=O)N(C(C)C)C2CCN(C(C)=O)CC2)cc1	-17%	2%	?	-7%[10.9 µM]
CCN(CC)CCNC(=O)CSc1nc2nc(C)c(Cc3ccccc3)c(C)n2n1	-8%	-7%	1.3%	-4%[10.9 µM]

The list continues.
SMILES	p53ts 39C kill	p53ts 32C kill	IkB sig inh	Peg3 imprint
O=C(Nc1ccc(Br)cc1F)c1cc2nc(-c3ccco3)cc(C(F)(F)Cl)n2n1	41%[activator]	-8%	-3.2%	-7%[10.9 µM]
COc1cccc(CNC(=O)CN2CCCN(Cc3ccccc3)S2(=O)=O)c1	5%	4%	-0.5%	-5%[10.9 µM]
CCc1ccccc1N(CC(=O)Nc1cccc(N(C)S(C)(=O)=O)c1)S(C)(=O)=O	1%	11%	1.1%	-6%
COc1cc(OC)cc(-c2cc3nc4c(c(N5CCN(c6cnccn6)CC5)n3n2)CCCC4)c1	-12%	-6%	0.3%	-26%
CCc1nnc(N2CCN(c3ncnc4c3oc3ccccc34)CC2)s1	7%	-3%	-0.5%	4%
COCC(=O)Nc1cccc(Br)c1	6%	2%	8.5%	-5%
COc1ccc(OC)c(CCNC(=O)CCCn2c(=O)c3cccn3c3ccc(F)cc32)c1	?	0%	?	14%[10.9 µM]
Cc1ccc2oc(-c3ccc(C)c(NC(=O)/C=C/c4ccc(Cl)cc4)c3)nc2c1	-6%	-20%	?	-18%[10.9 µM]
O=C(NCc1cccc(Cl)c1)c1cnc(N2CCCCC2)c2ccccc12	-19%	1%	?	-2%[10.9 µM]
Cc1ccc(OCC(=O)Nc2nnc(S(=O)(=O)N3CCc4ccccc43)s2)cc1	6%	7%	-0.4%	-5%[10.9 µM]
Cc1cccc(OCC(=O)N(Cc2ccc(C(C)(C)C)cc2)Cc2ccco2)c1	-30%	?	?	11%[10.9 µM]
C=CCSCC1Nc2cc(Cl)c(S(N)(=O)=O)cc2S(=O)(=O)N1 (configuration not stated)	9%	7%	.	5%
O=C(CN1C(=O)C2C3C=CC(C3)C2C1=O)NCc1ccc2c(c1)OCO2 (configuration not stated)	0%	-3%	2.1%	-3%
CN(C)c1ccc(/C=C/C(O)=C2/C(=O)N(C)C3(C)CC2c2ccccc2O3)cc1 (configuration not stated)	7%	-3%	1.3%	-13%
CC1(C)CC(=O)C2=C(C1)NC(=O)CC2c1ccc(F)cc1 (configuration not stated)	4%	7%	-0.1%	4%
N#CC1=C2C=Cc3ccccc3N2CCCC1=O	-7%	?	-1.0%	-19%
O=C(c1cccc(Cl)c1)n1nc(-c2ccco2)nc1NCc1cccs1	-6%	11%	?	-7%[10.9 µM]
CCn1cc(C(=O)NCCc2ccc(C)cc2)c(=O)c2cc(S(=O)(=O)N3CCc4ccccc4C3)ccc21	-1%	-7%	-0.6%	-14%[10.9 µM]
CCc1ccc(C(=O)N2CCN(c3ccc(F)cc3)CC2)s1	1%	1%	-1.2%	-22%
CCC1=C2CC[C@H]3C(=O)N(CC(=O)OC)C(=O)[C@H]3[C@H]2[C@@]2(C)C(=O)N(Cc3ccccc3)C(=O)N2C1=O	-7%	-5%	.	-4%
Cc1ccccc1CN1C(=O)c2ccccc2Sc2ccc(C(=O)NCc3cccs3)cc21	-15%	-3%	?	-4%[10.9 µM]
CC(C)CC(c1nnnn1CCc1ccccc1)N1CCC(C(N)=O)CC1 (configuration not stated)	32%	6%	.	.
O=S(=O)(Nc1ccc2c(c1)OCCO2)c1ccc2oc3ccccc3c2c1	31%[activator]	46%[activator]	?	-9%
Oc1ccc(-c2nc3ncccn3c2Nc2ccc3c(c2)OCO3)cc1	2%	-32%	2.3%	-90%[inhibitor]
Cc1noc(-c2ccc(N(C)Cc3ccccc3)c([N+](=O)[O-])c2)n1	-7%	-2%	-3.7%	-9%[10.9 µM]
Continued.
SMILES	p53ts 39C kill	p53ts 32C kill	IkB sig inh	Peg3 imprint
COc1ccc(S(=O)(=O)N2CCC(C(N)=O)CC2)c2ccccc12	3%	9%	-0.1%	-4%
O=C(O)c1ccc(C2Nc3ccccc3-c3nnc(SCc4ccc(Cl)cc4)nc3O2)cc1 (configuration not stated)	5%	-6%	?	4%[10.9 µM]
O=C(NCCN1CCCCC1)c1c(O)c2ccccc2[nH]c1=O	-9%	-8%	-1.9%	5%
CCOCCCn1c(SCC(=O)Nc2ccc(C(N)=O)cc2)nc2ccccc2c1=O	-7%	7%	-0.2%	-11%
CCN(CC)c1ccc(C2C(C(=O)OCCOC)=C(C)NC3=C2C(=O)CCC3)cc1 (configuration not stated)	-3%	-1%	.	.
CN(C)c1ncc2nc(CCc3ccccc3)c(=O)n(C3CC3)c2n1	0%	3%	-3.9%[11.4 µM]	-13%
CCC(=O)N1CCc2cc(CNC(=O)Cc3ccc(F)cc3)ccc21	-10%	2%	-1.1%	-7%[10.9 µM]
COC(=O)c1ccc(C(NC(=O)OCc2ccccc2)/C(I)=C/[C@@H](C)C(=O)NCc2ccc(OC)c(O)c2)cc1 (some centres not stated)	-4%	9%	.	-17%
Cn1nnnc1SCCCNCc1ccccc1OCc1ccc(F)cc1	-17%	-4%	?	-21%[10.9 µM]
CC(C)(C)n1nnnc1C(c1cccc(C#N)c1)N1CCC(Cc2ccccc2)CC1 (configuration not stated)	1%	-13%	0.3%	14%
O=C1C(C=NCCCN2CCCC2=O)=C(O)c2ccccc21	?	?	1.9%	.
CC(C)C(=O)Nc1cccc(C(=O)NCc2ccc(S(N)(=O)=O)cc2)c1	11%	?	-2.5%	-9%
Cc1ccc(S(=O)(=O)C2(C(=O)NCc3ccc4c(c3)OCO4)CC2)cc1	5%	7%	0.6%	-7%
COc1cc(OC)cc(C(=O)Nc2cccc(NC(C)=O)c2)c1	-6%	-5%	?	-35%[inhibitor]
CCOc1ccccc1NC(=O)c1nn(-c2ccc(C)cc2)c(=O)n(C)c1=O	-20%	3%	1.4%	-5%[10.9 µM]
c1ccc(Nc2nc(-c3ccncc3)cs2)nc1	-30%	?	?	-75%[inhibitor]
COC(=O)CCC(=O)N1CCc2cc(S(=O)(=O)N3CCc4ccccc43)ccc21	-18%	-16%	2.7%	-12%
CCOC(=O)c1cccc(NC(=O)C2CCCN(S(=O)(=O)c3cnc[nH]3)C2)c1 (configuration not stated)	5%	-2%	-3.8%	-6%
Cc1ccc(OC(=O)c2cc(-c3ccc(Cl)cc3)on2)c(C)c1	12%	-5%	-1.6%	-6%[10.9 µM]
Cc1ccc(CN2CCCn3nc(C(=O)NCCc4ccc(Cl)cc4)cc3C2=O)cc1	-7%	-3%	0.9%	-5%[10.9 µM]
COc1ccc(NC(=O)C2CCCN2S(=O)(=O)c2ccc3c(c2)CCC(=O)N3)cc1 (configuration not stated)	-6%	0%	0.7%	-11%
CC(=O)NC(=O)NC1CSCC1OC(C)=O (configuration not stated)	-12%	-13%	1.9%	-15%
CC(C)(C)NC(=O)NC(=O)COc1ccccn1	9%	6%	0.2%	-6%
COc1ccc(NC(=O)c2nc(S(=O)(=O)Cc3ccc(C)cc3)ncc2Cl)cc1	6.3µM*	?	-4.0%	-30%[10.9 µM]
COc1ccccc1CNC(=O)CC(NS(=O)(=O)c1ccc(C)cc1)c1ccco1 (configuration not stated)	2%	-1%	1.7%	-15%
CCc1ccc(NC(=O)CSc2nc3n[nH]c(C)c3c(=N)n2-c2ccccc2C)cc1	10µM*	-11%	2.0%	-10%[10.9 µM]
COc1cccc2cc(-c3nc(-c4cccs4)no3)c(=O)oc12	0%	-9%	?	-10%[10.9 µM]
COC(=O)c1ccc(C(/C=C/[C@@H](C)C(=O)NCc2ccccc2)NC(=O)OCc2ccccc2)cc1 (some centres not stated)	-9%	-7%	.	-7%
Cc1ccc(C)c(N2CCN(c3cc(C)nc4c(-c5ccc(Cl)cc5)c(C)nn34)CC2)c1	-12%	3%	0.3%	?

By substructure: the compounds so far with a CF3 group.
SMILES	p53ts 39C kill	p53ts 32C kill	IkB sig inh	Peg3 imprint
Cc1ccc(Nc2nc3nonc3nc2Nc2cccc(C(F)(F)F)c2)cc1Cl	10µM*	13µM*	?	-30%[10.9 µM]
COC(=O)C(O)(NC(=O)NC(C)=O)C(F)(F)F (configuration not stated)	1%	2%	-0.7%	-4%

2 compounds from above, reduced to p53ts 32C kill and Peg3 imprint:
SMILES	p53ts 32C kill	Peg3 imprint
O=C(NCCN1CCCCC1)c1c(O)c2ccccc2[nH]c1=O	-8%	5%
CCOCCCn1c(SCC(=O)Nc2ccc(C(N)=O)cc2)nc2ccccc2c1=O	7%	-11%

Assay outcomes (PubChem)
